# Screens (PubChem)
# All columns: NCI-60 one-dose screen, growth in % after 48 h at 10 µM unless noted; 100 = growth as untreated, 0 = no growth, -100 = all killed.
# NCI-H460 – NCI-H460 lung cancer; 6.8% of 82,000 active
# OVCAR-4 – OVCAR-4 ovarian cancer cells | 3.7% of 80,000 active
# IGROV1 – IGROV1 ovarian cancer; 4.7% of 79,000 active; AID 1794786
# SK-OV-3 – SK-OV-3 ovarian cancer cells; 3.2% of 80,000 active
# NCI-H226 – NCI-H226 lung cancer; 3.5% of 79,000 active
# NCI-H522 – NCI-H522 lung cancer. 8% of 78,000 active. AID 1794739
# NCI/ADR-RES – NCI/ADR-RES ovarian cells | 4.4% of 81,000 active
# NCI-H322M – NCI-H322M lung cancer | 2.7% of 80,000 active | AID 1794733
# NCI-H23 – NCI-H23 lung cancer; 4% of 80,000 active
# Numbers without * were called inactive; / = no result given; & = joins results of further samples. The calls were made as follows: active = growth percent below 10; inactive = the rest.
No.	compound	NCI-H460	OVCAR-4	IGROV1	SK-OV-3	NCI-H226	NCI-H522	NCI/ADR-RES	NCI-H322M	NCI-H23
1	COc1cc(-n2c(=O)n(-c3nc4ccc(F)cc4s3)c(=O)c3cccnc32)cc(OC)c1OC	100	116	69	108	105	88	105	102	98
2	ON=C1CCSCC1	109	104	111	93	82	66	108	90	99
3	O=S(=O)(OCCOS(=O)(=O)c1ccc(F)cc1)c1ccc(F)cc1	87	86	89	79	92	84	87	93	92
4	CCOC(=O)c1cccnc1Nc1ccc(NC(=O)Nc2ccc(Cl)c(C(F)(F)F)c2)cc1	17	43	30	70	52	21	35	69	10
5	Cc1cc(NCc2cn(-c3ccc(C(=O)O)cc3)nc2-c2ccc(C(=O)O)cc2)ccc1F	101	92	96	/	113	92	102	90	100
6	COc1ccc(Cl)cc1Cn1ccnc1	103	102	103	112	97	92	98	98	92
7	CCCC(=O)NNc1[nH]c(-c2ccc(Cl)cc2)cc1C(=O)OCC	118	156	61	116	99	89	102	88	97
8	Brc1ccc(-n2cc(-c3nn[nH]n3)c(-c3cccs3)n2)cc1	105	100	93	94	80	88	107	92	93
9	CCCC1(C)COC(=O)OC1	111	/	108	104	100	88	101	103	109
10	CCOc1ccc(N2C(=O)[C@]3(NC2=S)[C@H](c2ccc(Cl)cc2)CN(C)[C@]32C(=O)NC3C=CC=C[C@H]32)cc1 (stereo partly specified)	75	68	71	84	50	47	77	85	82
11	N#Cc1c(NC(=O)CN(Cc2ccccc2)Cc2ccccc2)sc2c1CCCCC2	104	83	78	/	/	78	93	100	76
12	COc1ccc(Nc2n[nH]c(N)c2C(N)=O)c(OC)c1	115	112	110	100	96	86	99	99	98
13	CCCCCCCCCCCCCCNC(=O)C(C)O (stereo unspecified)	108	95	132	108	97	81	107	113	111
14	Cc1ccc(-c2nc3c(N=Nc4ccc(S(N)(=O)=O)cc4)c(N)nn3c(N)c2C#N)cc1	28	52	37	64	65	29	100	66	44
15	O=S(c1ccccc1O)S(=O)c1ccccc1O (stereo unspecified)	113&111	118&115	112&106	121&117	98&100	102&76	115&105	125&95	114&105
16	O=C1CSC(/C=C/c2ccccc2)N1c1nnc(Cn2cnnc2)o1 (stereo unspecified)	110	95	100	109	98	110	95	105	91
17	Cc1cc2nc(C(Cl)Cl)nc(-c3ccc(Cl)cc3)n2n1	-49*	-20*	5.1*	-7.0*	67	3.6*	-6.6*	-33*	-20*
18	N#Cc1c(N)nc2c(c(N)nn2-c2ccccc2)c1-c1ccc(O)cc1	112	107	96	106	114	100	105	106	100
19	CC(C)(C)n1nnnc1C(Nc1ccc(F)cc1)c1cc2cccc3ccc4cccc1c4c32 (stereo unspecified)	86	80	87	98	80	81	84	97	87
20	CC1(C)CCC(C)(C)c2c([N+](=O)[O-])cc([N+](=O)[O-])cc21	110	95	101	98	87	85	107	105	96

# 2 of the compounds above, with each value named:
(11) N#Cc1c(NC(=O)CN(Cc2ccccc2)Cc2ccccc2)sc2c1CCCCC2
  NCI-H460 = 104; OVCAR-4 = 83; IGROV1 = 78; SK-OV-3 = /; NCI-H226 = /; NCI-H522 = 78; NCI/ADR-RES = 93; NCI-H322M = 100; NCI-H23 = 76

(4) CCOC(=O)c1cccnc1Nc1ccc(NC(=O)Nc2ccc(Cl)c(C(F)(F)F)c2)cc1
  NCI-H460 = 17; OVCAR-4 = 43; IGROV1 = 30; SK-OV-3 = 70; NCI-H226 = 52; NCI-H522 = 21; NCI/ADR-RES = 35; NCI-H322M = 69; NCI-H23 = 10

# (listing goes on)
No.	compound	NCI-H460	OVCAR-4	IGROV1	SK-OV-3	NCI-H226	NCI-H522	NCI/ADR-RES	NCI-H322M	NCI-H23
21	O=S(=O)(Cc1ccccc1)CS(=O)(=O)Cc1ccccc1	102	105	105	116	102	/	99	156	103
22	Cc1ccc(S(=O)(=O)N(CCOc2ccc(/C(N)=N/Cl)cc2)CCOc2ccc(/C(N)=N\Cl)cc2)cc1	61	93	78	107	95	66	113	123	60
23	O=C(C1=Cc2cc3ccccc3n2Cc2cnnn21)c1ccc(O)cc1	28	81	41	74	85	37	37	89	76
24	COc1cc(-c2nnc(Nc3ccc(C(F)(F)F)cc3)o2)ccc1O	109	93	83	90	/	75	106	99	90
25	CCCC(C)C1CCC(OC(C)=O)CC1 (stereo unspecified)	98	112	105	102	96	98	104	91	97
26	O=C1N/C(=N\c2nccs2)S/C1=C\c1ccc([N+](=O)[O-])cc1	8.3*	12	24	53	6.5*	-1.8*	8.8*	23	33
27	N#Cc1c(/N=C\NNC(=O)c2ccc(Cl)cc2)oc(-c2ccccc2)c1-c1ccccc1	96	86	95	94	89	82	92	97	88
28	COC(=O)c1c2c(c(C)[n+]([O-])c1C)C(=O)C(NCc1ccc(F)c(Cl)c1)=CC2=O	7.3*	-96*	3.2*	87	84	-27*	0.1*	3.2*	16
29	O=C(Cl)CCCCC(=O)NNc1nccc(Nc2ccc(S(=O)(=O)Nc3ccccn3)cc2)n1	108	101	111	99	107	87	103	101	104
30	S=c1[nH]nc(Nc2cccc3ccccc23)s1	103	98	/	104	87	117	110	/	90
31	O=C1CC(c2ccc([N+](=O)[O-])cc2)=Nc2ccccc2N1	105	91	113	112	90	/	110	112	106
32	CC(C)NCC(O)COc1ccc(CC(N)=O)cc1 (stereo unspecified)	109	105	97	103	102	95	104	100	105
33	CC(=O)OCC1O[C@H](Oc2ccc3c(c2)CC[C@@H]2[C@@H]3CC[C@]3(C)C(=O)CC[C@@H]23)C(OC(C)=O)[C@@H](OC(C)=O)[C@H]1OC(C)=O (stereo partly specified)	106	/	121	123	98	61	105	97	105
34	N#Cc1ccc(OCc2nc(N)nc(N)c2-c2ccc(Cl)c(Cl)c2)cc1	14	99	24	39	46	/	39	41	36
35	NC(=O)c1cn2c3c(cccc3c1=O)C(=O)CC2	106	108	103	91	105	91	109	107	105
36	N#CC(C(=O)Nc1cccc(C(F)(F)F)c1)C(=S)Nc1ccccc1Cl (stereo unspecified)	100	93	105	97	90	92	112	90	102
37	OCCOc1c(Cl)cc(Cl)cc1Cl	108	98	115	106	111	108	102	114	101
38	CCC(CCC#N)(CCC#N)C(=O)c1ccc(C)o1	105	95	113	99	96	107	102	102	104
39	COc1ccc(-n2nc(C(=O)NCC(=O)O)nc2-c2ccccc2)cc1	116	111	105	111	105	82	118	98	107
40	Cc1cc(OCC(=O)Nc2ccc3oc(-c4ccncc4)nc3c2)ccc1Cl	89	106	109	105	80	69	94	106	96

# 2 entries from above, reformatted.
# Screens in order: NCI-H460	OVCAR-4	IGROV1	SK-OV-3	NCI-H226	NCI-H522	NCI/ADR-RES	NCI-H322M	NCI-H23
26) O=C1N/C(=N\c2nccs2)S/C1=C\c1ccc([N+](=O)[O-])cc1
    8.3*	12	24	53	6.5*	-1.8*	8.8*	23	33
37) OCCOc1c(Cl)cc(Cl)cc1Cl
    108	98	115	106	111	108	102	114	101

# 6 of the compounds above, with two lines to a compound.
# Each structure is followed by: NCI-H460 | OVCAR-4 | IGROV1 | SK-OV-3 | NCI-H226 | NCI-H522 | NCI/ADR-RES | NCI-H322M | NCI-H23
7	CCCC(=O)NNc1[nH]c(-c2ccc(Cl)cc2)cc1C(=O)OCC
 : 118 | 156 | 61 | 116 | 99 | 89 | 102 | 88 | 97
8	Brc1ccc(-n2cc(-c3nn[nH]n3)c(-c3cccs3)n2)cc1
 : 105 | 100 | 93 | 94 | 80 | 88 | 107 | 92 | 93
9	CCCC1(C)COC(=O)OC1
 : 111 | / | 108 | 104 | 100 | 88 | 101 | 103 | 109
10	CCOc1ccc(N2C(=O)[C@]3(NC2=S)[C@H](c2ccc(Cl)cc2)CN(C)[C@]32C(=O)NC3C=CC=C[C@H]32)cc1 (stereo partly specified)
 : 75 | 68 | 71 | 84 | 50 | 47 | 77 | 85 | 82
11	N#Cc1c(NC(=O)CN(Cc2ccccc2)Cc2ccccc2)sc2c1CCCCC2
 : 104 | 83 | 78 | / | / | 78 | 93 | 100 | 76
12	COc1ccc(Nc2n[nH]c(N)c2C(N)=O)c(OC)c1
 : 115 | 112 | 110 | 100 | 96 | 86 | 99 | 99 | 98

# The results go on.
No.	compound	NCI-H460	OVCAR-4	IGROV1	SK-OV-3	NCI-H226	NCI-H522	NCI/ADR-RES	NCI-H322M	NCI-H23
41	NC(N)=N/N=C(\N=Nc1ccccc1)c1ccc(Cl)cc1	40	52	46	55	82	30	8.5*	65	79
42	CC(=O)Nc1nc(C(=O)N2N=C(C)/C(=C/c3ccc(Cl)cc3)C2=O)cs1	105	112	108	108	106	45	109	99	102
43	CCOC(=O)c1c[nH]c(=S)[nH]c1=O	112	103	102	101	102	96	100	91	94
44	C=CCC(OC(C)=O)c1ccc2c(c1)OCO2 (stereo unspecified)	107	98	112	98	99	97	101	112	101
45	Nc1nnc(-c2cccnc2)s1	110	105	105	107	90	91	101	143	97
46	O=c1cc(O)cc[nH]1	102	109	105	99	98	100	106	98	104
47	COc1ccc(Nc2ncccc2NC(=O)c2cn(Cc3cccc(OC)c3)nn2)cc1	109	100	98	106	100	98	97	96	95
48	Cn1c(SC(C(=O)Nc2ccc(F)cc2)c2ccccc2)nc2ccccc2c1=O (stereo unspecified)	112	102	102	109	102	93	109	111	103
49	Nc1ncnc2[nH]ncc12	12	-5.8*	6.6*	2.1*	35	/	0.4*	0.5*	18
50	C#CCNc1ccc2c(c1)C(O)(CC#N)C(=O)N2 (stereo unspecified)	106	97	107	101	106	92	98	101	96
51	Cc1cc(C)c(CCc2c(C)cc(C)cc2C)c(C)c1	109	103	103	103	105	96	96	98	92
52	COc1ccc2c(c1)CCN1C2CCN2C(=O)CCC21 (stereo unspecified)	107	97	119	107	97	86	99	99	100
53	C/C(O)=C(\C=N\C(N)=S)C(=O)Nc1ccccc1C	103	102	112	99	99	101	100	112	101
54	Cc1nc2cc3ccccc3cc2s1	102	106	/	121	116	116	114	141	103
55	C(CCCC1=NCCO1)CCCC1=NCCO1	104	109	114	105	96	103	104	118	97
56	CCOC(=O)c1nc(Nc2ccc(NC(=O)Nc3cccc(C)c3)cc2)c2ccccc2n1	106	125	97	95	98	97	101	96	97
57	CCOC(=O)CC1c2nc3ccccc3cc2CN1C(=O)OCC (stereo unspecified)	/	102	121	107	110	95	98	/	97
58	Cc1ccnc2c(NC(C)CCCN)cc(O)c(O)c12 (stereo unspecified)	115	20	103	100	111	13	88	75	40
59	C=C1C(=O)O[C@H]2[C@H]1CC/C(COC(=O)NCc1cc[nH]c1)=C\CC[C@@]1(C)O[C@@H]21	69	57	15	76	69	-8.1*	91	90	86
60	CCOC(=O)c1c(-c2ccc(F)cc2)c(Cc2ccccc2)n(CCc2ccccc2)c1C	95	88	90	85	81	80	94	102	100

# Among those listed so far, these have a furan ring, fused or not:
No.	compound	NCI-H460	OVCAR-4	IGROV1	SK-OV-3	NCI-H226	NCI-H522	NCI/ADR-RES	NCI-H322M	NCI-H23
27	N#Cc1c(/N=C\NNC(=O)c2ccc(Cl)cc2)oc(-c2ccccc2)c1-c1ccccc1	96	86	95	94	89	82	92	97	88
38	CCC(CCC#N)(CCC#N)C(=O)c1ccc(C)o1	105	95	113	99	96	107	102	102	104

# The results go on.
No.	compound	NCI-H460	OVCAR-4	IGROV1	SK-OV-3	NCI-H226	NCI-H522	NCI/ADR-RES	NCI-H322M	NCI-H23
61	CC(=O)Nc1cc([N+](=O)[O-])ccc1C	113	/	95	112	104	122	117	104	110
62	N#CC1(C#N)C(C#Cc2ccccc2)OC23CCCCC2C1(C#N)C(=N)O3 (stereo unspecified)	106	117	102	109	104	88	106	103	99
63	Cc1c(/C=C/c2ccccc2O)[nH]c(=O)c(C#N)c1C#N	107	90	79	103	92	111	96	86	88
64	COc1ccc(C(c2ccc(OC)c(OC)c2)c2ccc(OC)c(OC)c2)cc1OC	103	106	/	111	99	95	105	98	110
65	Cn1cc(-c2csc(-c3cn(C)c4ncccc34)n2)c2cc(F)cnc21	84	93	84	107	94	22	47	112	71
66	COc1ccc(CNC(=O)c2nc(-c3cc(OC)c(OC)c(OC)c3)n(-c3ccc(OC)c(OC)c3)n2)cc1OC	105	99	82	94	91	61	94	82	94
67	CCCCCCCCCCCCCCCCCC(=O)Nc1ccc(O)cc1	100	104	105	99	102	/	95	97	99
68	COc1ccc(NC2=C(Cl)C(=O)C(C)=C(C)C2=O)cc1	97	-99*	-49*	/	99	86	94	100	84
69	COc1ccc(-c2[nH]nc(N)c2-c2cc(OC)c3c(c2)OCO3)cc1	33	89	74	77	85	-21*	8.7*	93	63
70	c1ccc(CNC2CC3CCC2C3)cc1 (stereo unspecified)	109&112	115&105	121&124	110	99&99	94	102&110	116&126	91&104
71	CC(=O)c1ccc(OC(=O)Oc2ccc(C(C)=O)cc2)cc1	105	102	114	105	104	102	104	111	108
